NPC1 promoter act: qHTS Assay for NPC1 Promoter Activators | Huh7 NPC1 promoter luciferase reporter, 24 h | Potency, µM (series often up to 9.22 µM), for inactives: top-dose activation, usual class: activators | 320,000 tested, 2.4% active;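 note: potency is the fitted concentration of half-maximal effect; % of control where 0% means no effect; nearly all actives have a fitted effect of over 60% in size; reporter is driven by a mutant NPC1 promoter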
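Stable NPC1-promoter luciferase Huh7 line; cpd (DMSO) 24 h, 37 °C, 5% CO2; Amplite luciferase reagent 10 min RT; luminescence readout. qHTS format.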
RORgamma inh: qHTS for inhibitors of ROR gamma transcriptional activity; Nuclear receptor ROR-gamma (Mus musculus), P51450; Drosophila S2 Gal4-RORgamma UAS-luciferase reporter, 20 h; Potency, µM (doses to about 53.6 µM), without a hit: top-dose activity change, negative = inhibition, actives largely listed as inhibitors; 310,000 tested, 5.4% active; AID 2551, 2010; note: potency is the fitted concentration of half-maximal effect; % is set by controls: 0 for no effect and ±100 for the full control effect; nearly all actives have a fitted effect of over 60% in size
Target sequence (P51450 whole entry, looked up, the tested form may be a part): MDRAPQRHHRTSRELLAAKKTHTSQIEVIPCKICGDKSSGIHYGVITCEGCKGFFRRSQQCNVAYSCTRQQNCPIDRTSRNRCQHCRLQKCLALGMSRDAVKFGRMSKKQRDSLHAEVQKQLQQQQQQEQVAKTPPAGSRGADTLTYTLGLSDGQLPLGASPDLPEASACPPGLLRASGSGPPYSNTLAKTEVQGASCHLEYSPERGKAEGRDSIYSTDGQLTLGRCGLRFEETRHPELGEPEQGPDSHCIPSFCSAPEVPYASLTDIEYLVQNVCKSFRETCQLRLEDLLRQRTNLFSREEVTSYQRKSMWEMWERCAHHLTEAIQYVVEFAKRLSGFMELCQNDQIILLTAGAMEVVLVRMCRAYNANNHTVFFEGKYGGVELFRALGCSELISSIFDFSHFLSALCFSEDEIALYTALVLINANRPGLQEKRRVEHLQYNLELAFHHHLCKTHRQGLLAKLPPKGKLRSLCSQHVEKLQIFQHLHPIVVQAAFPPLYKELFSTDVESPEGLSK
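Luciferase reporter read in Schneider cells carrying Gal4-RORγ (mouse) and UAS-Photinus luciferase; cells given compound 1 h before 700 uM copper sulfate induction, then incubated 20 h at ambient temperature.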
ELG1 repair inh: qHTS screen for small molecules that inhibit ELG1-dependent DNA repair in human embryonic kidney (HEK293T) cells expressing luciferase-tagged ELG1; 330,000 tested, 2.3% active; Potency, µM (series often up to 46.1 µM), inactives show at the top dose activity change, negative = inhibition, most hits filed as inhibitors; HEK293T ELG1-luciferase reporter, luminescence, 16 h; DNA damage induced by 5-fluorouridine; AID 504467, 2011; note: potency is the fitted concentration of half-maximal effect; % is set by controls: 0 for no effect and ±100 for the full control effect; nearly all actives have a fitted effect of over 55% in size
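Quantitative HTS, concentration-response format. 2,000 cells/well co-treated with 5-fluorouridine and compound, 16 hr in 5% CO2 at 37 °C; ONE-Glo luminescence read after 30 min.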
VP16 counter: VP16 counterscreen qHTS for inhibitors of ROR gamma transcriptional activity; Drosophila S2 Gal4-VP16 UAS-luciferase, luminescence, 20 h; Potency, µM (doses to about 53.6 µM), inactives show top-dose activity, negative = inhibition, usual class: inhibitors; 310,000 tested, 3.5% active;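 note: Gal4-VP16 expression switched on by copper sulfate through the metallothionein promoter; potency is the fitted concentration of half-maximal effect; % is set by controls: 0 for no effect and ±100 for the full control effect; nearly all actives have a fitted effect of over 50% in size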
PKM2 act: qHTS Assay for Activators of Human Muscle isoform 2 Pyruvate Kinase; Pyruvate kinase PKM (Homo sapiens), P14618; purified PKM2, Kinase-Glo ATP luminescence, activation; response scale: 0% is enzyme alone, no compound; Potency, µM (titrated, usually from 57.5 µM), inactives show at the highest dose activation, actives largely listed as activators; 260,000 tested, 0.34% active; AID 1631, 2009; note: potency is the fitted concentration of half-maximal effect; % is set by controls: 0 for no effect and ±100 for the full control effect; nearly all actives have a fitted effect of over 55% in size
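Kinase-Glo luminescence reports ATP generated from ADP (0.1 mM) and PEP (0.5 mM) by purified hPK-M2 after 1 h at room temperature, pH 7.2 imidazole buffer; intermediate enzyme activity allows detecting inhibitors and activators.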
Rab9 promoter act: qHTS Assay for Rab9 Promoter Activators. Huh7 Rab9 promoter-luciferase reporter, luminescence, 24 h. Potency, µM (top dose mostly 9.22 µM), for the others: at the top dose activation, negative = inhibition, usual class: activators. 320,000 tested, 2.8% active; note: potency is the fitted concentration of half-maximal effect; % of control where 0% means no effect; nearly all actives have a fitted effect of over 60% in size
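Huh7 reporter line, Rab9 promoter upstream of luciferase. Compound exposure 24 h at 37 °C in reduced-serum medium with 10% FBS. Read-out: luminescence.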
FLuc modulator: qHTS profiling assay for firefly luciferase inhibitor/activator using purifed enzyme and Km concentrations of substrates (counterscreen for miR-21 project); Luciferin 4-monooxygenase (Photinus pyralis), P08659; purified FLuc, Km substrates, luminescence inhibition; Potency, µM (titrated, usually from 57.5 µM), for inactives: at the top dose activity change, negative = inhibition, usual class: inhibitors; 360,000 tested, 6.9% active;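 note: potency is the fitted concentration of half-maximal effect; plate controls were vehicle for no effect and reference inhibitor for full effect; nearly all actives have a fitted effect of over 55% in size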
Target sequence (P08659 whole entry, looked up): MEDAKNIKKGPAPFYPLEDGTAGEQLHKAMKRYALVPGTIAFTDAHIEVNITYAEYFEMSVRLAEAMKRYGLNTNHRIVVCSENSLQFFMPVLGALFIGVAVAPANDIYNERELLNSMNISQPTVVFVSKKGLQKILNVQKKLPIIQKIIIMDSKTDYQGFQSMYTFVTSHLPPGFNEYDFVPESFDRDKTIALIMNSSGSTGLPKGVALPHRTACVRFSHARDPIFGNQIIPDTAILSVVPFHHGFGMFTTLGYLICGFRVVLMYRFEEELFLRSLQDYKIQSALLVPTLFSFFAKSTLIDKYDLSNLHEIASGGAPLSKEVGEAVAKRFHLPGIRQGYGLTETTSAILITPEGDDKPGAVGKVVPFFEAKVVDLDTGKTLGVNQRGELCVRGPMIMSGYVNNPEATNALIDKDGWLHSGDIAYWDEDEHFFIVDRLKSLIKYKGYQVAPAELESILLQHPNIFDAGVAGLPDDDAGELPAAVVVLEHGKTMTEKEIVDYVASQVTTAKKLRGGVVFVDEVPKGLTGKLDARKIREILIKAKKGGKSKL
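Purified P. pyralis luciferase, 10 nM final, with Km-level 10 uM D-luciferin and 10 uM ATP in 50 mM Tris acetate pH 7.5, 10 mM Mg acetate, 0.01% Tween-20, 0.05% BSA; 6-point qHTS titration about 60 µM downward; luminescence read.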
MBNL1-CUG inh: qHTS Assay for Inhibitors of MBNL1-poly(CUG) RNA binding; Potency, µM (series often up to 57.5 µM), without a hit: at the highest dose activity change, negative = inhibition, actives largely listed as inhibitors; Muscleblind-like protein 1 (Homo sapiens), Q9NR56; 280,000 tested, 0.036% active; TR-FRET MBNL1-His/biotin-(CUG)12 binding, 665/545 ratio; AID 2675, 2010; active = well fitted inhibition curve with a large enough effect in the signal ratio, with a control signal flat, not every such curve was filed as active; inconclusive = small, poorly fitted or top-dose-only effect, or effect the other way, or a change in a side signal; inactive = no such curve, though single readings can be large or run the other way; the % refers to the signal ratio; note: potency is the fitted concentration of half-maximal effect; % is set by controls: 0 for no effect and ±100 for the full control effect
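Inhibition of protein-RNA binding appears as loss of TR-FRET between terbium anti-His antibody on MBNL1-His and streptavidin-XL665 on biotin-(CUG)12. Activity is normalized to buffer-only and uninhibited-complex controls.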
Mito fusion act: qHTS Assay for Small Molecule Inhibitors of Mitochondrial Division or Activators of Mitochondrial Fusion; S. cerevisiae fusion-defective mutant growth rescue, CellTiterGlo 48 h; Potency, µM (highest dose often 46.1 µM), without a hit: top-dose growth rescue (activation), hits mostly activators; 320,000 tested, 0.23% active; AID 485298, 2010;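 note: potency is the fitted concentration of half-maximal effect; % of control where 0% means no effect; nearly all actives have a fitted effect of over 45% in size; temperature-sensitive fusion mutants such as fzo1-1 at 37 °C on non-fermentable ethanol glycerol medium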
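Temperature-sensitive fusion-defective S. cerevisiae (e.g. fzo1-1, mgm1-5) were grown with compound in YPEG medium (3% ethanol, 3% glycerol) for 48 hours at 37C. Growth rescue was measured as viability by CellTiterGlo luminescence after 10 minutes at ambient.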
Menin-MLL TR inh: qHTS Assay for Inhibitors Targeting the Menin-MLL Interaction in MLL Related Leukemias: Competition With Texas Red Labeled MLL-derived Mutant Peptide; Menin + Texas Red MLL mutant peptide, fluorescence polarization; O00255; 270,000 tested, 0.23% active; Potency, µM (doses to about 61.6 µM), inactives show at the top dose FP activity change, negative = inhibition, actives largely listed as inhibitors; active = well fitted inhibition curve with a large enough effect in the polarisation, with a control signal flat, not every such curve was filed as active; inconclusive = small, poorly fitted or top-dose-only effect, or effect the other way, or a change in a side signal; inactive = no such curve, though single readings can be large or run the other way; the % refers to the polarisation; note: potency is the fitted concentration of half-maximal effect; % of control where 0% means no effect; many of its hits are not listed in these tables
KCNH2 3.1 inh: qHTS for Inhibitors of KCHN2 3.1: Mutant qHTS; U2OS KCNH2 3.1, thallium flux FluxOr; hits give low values; activity change, % (tested at about 1.8 µM); 340,000 tested, 0.95% active;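 active = maximum activity change below -70%; inconclusive = maximum activity change from -70% to -50%; inactive = maximum activity change above -50%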;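 note: thallium influx rate constant from kinetic fluorescence after stimulation buffer; % is set by controls: 0 for no effect and ±100 for the full control effect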
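Thallium flux via FluxOr fluorescence (Red40 quencher, 45 min loading) in U2OS cells virally expressing the KCNH2 3.1 isoform (1.77 x 10^8 /mL virus, overnight at 37 C). Rate constants from 2-min kinetic reads post-stimulation, normalised to positive and negative controls.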
* marks the source's active call; other numbers are inactive results; ? = inconclusive; / = no result given; [ ] = another dose, or the depositor's remark. Unless noted, calls come from the whole dose curve; as a rule, active = well fitted curve in the direction sought with a large enough effect; inconclusive = small, poorly fitted or top-dose-only effect, or another doubt; inactive = no such curve, though single readings can be large; an effect the other way counts as inactive or inconclusive. Some of the compounds tested (hit frequency here may not be typical).

SMILES	NPC1 promoter act	RORgamma inh	ELG1 repair inh	VP16 counter	PKM2 act	Rab9 promoter act	FLuc modulator	MBNL1-CUG inh	Mito fusion act	Menin-MLL TR inh	KCNH2 3.1 inh
COc1ccc(/C=C/C(=O)NCCc2ccc(OC)c(OC)c2)cc1	1%	30%	-5%	-1%	-2%	0%	-3%	/	-2%	-30%	-9
CN(C)Cc1cc(C(C)(C)c2cc(CN(C)C)c(O)c(CN(C)C)c2)cc(CN(C)C)c1O	-4%	3%	15%	7%	-6%	-5%	7%	-5%	-3%	0%	-1
Clc1ccc(CNC23CN4CN(CN(C4)C2)C3)c(Cl)c1	1%	-8%	1%	-2%	0%	-3%	4%	-9%	-2%	-4%	6
CC(=O)c1c(COC(=O)c2ccccc2)nc2ccccc2[n+]1[O-]	14%	-37%	?	-20%	0%	7%	-2%	?	-1%	8%	4
CSCCC(NC(=O)COc1ccccc1)C(=O)OCC(=O)c1ccccc1 (centres undefined)	-1%	/	16%	/	/	0%	-12%	/	4%	/	29
COc1cccc(S(=O)(=O)N2CCN(c3ccccc3F)CC2)c1	-5%	1%	-2%	1%	28%	-11%	1%	-5%	20%	1%	38
CCNC(=O)C1CC(=O)N(Cc2ccc3c(c2)OCO3)C(=Nc2ccc(F)cc2)S1 (centres undefined)	-5%	-27%	-8%	-11%	9%	2%	7%	9%	2%	14%	-11
C=CCc1ccc(OCC(O)CN2CCN(Cc3ccc(Cl)cc3)CC2)c(OC)c1 (centres undefined)	-3%	51%	?	?	-14%	-12%	0%	-26%	12%	-23%	-83*
O=C(Nc1ccccc1)C1=C[C@@H](c2ccc(Br)cc2)C[C@@H](OCc2ccc(CO)cc2)O1	1%	?	?	?	1%	-2%	6%	10%	10%	5%	/
FC(F)(F)c1cnc(Nc2ccc(N3CCOCC3)cc2)c(Cl)c1	-5%	37%	-4%	20%	16%	-4%	?	-6%	-32%[inhibitor]	1%	0
Cn1c(C(=O)O)c(CC(=O)Nc2ccc(F)cc2F)c2ccccc21	-1%	-23%	-8%	-3%	-18%	-6%	5%	-2%	-1%	17%	6
O=C(CCCc1ccccc1)NC12CC3CC(CC(C3)C1)C2	3.2µM*	-6%	?	2%	0%	2.2µM*	9.5µM*	3%	5%	-8%	-4
OCCNCCCCOc1cccc(Br)c1	3%	2%	-2%	-26%	-20%	5%	-2%	-16%	5%	3%	-10
Cc1ccc(S(=O)(=O)N2C(=O)CCC2C(N)=O)cc1 (centres undefined)	-2%	-27%	-1%	-9%	-3%[11.5 µM]	0%	1%	0%	5%	-5%	24
NC(=O)C1(c2ccccc2)OC1c1ccccc1 (centres undefined)	-3%	/	18%	/	/	-3%	?	/	2%	/	-2
CCOc1ccc(-n2c(SCC(=O)NC)nnc2-c2ccco2)cc1	-5%	-2%	4%	-8%	-6%[11.5 µM]	0%	7%	1%	2%	6%	7
Cc1cc(C)n2c(SCC(=O)Nc3ccccc3)nnc2n1	0%	8%	-1%	0%	6%	-10%	4%	-6%	0%	-10%	7
CCOC(=O)c1sc(NC(=O)Cn2nnc3sc4c(c3c2=O)CCCC4)nc1C	2%	-36%	0%	4%	-2%	1%	-10%	3%	3%	-1%	19
COc1ccccc1NC(=S)N(Cc1ccc(Cl)cc1)CC1CCC(C(=O)O)CC1 (centres undefined)	-1%	35%	-27%	-10%	0%	5%	0%	-6%	-6%	12%	6
COc1cc(NS(=O)(=O)c2ccc(N/C=C(\C#N)c3nc4cc(Cl)ccc4o3)cc2)nc(OC)n1	1%	?	?	-3%	3%	5%	1%	11%	7%	?	-3
COc1ccc(NC(=O)CN(C)C(=O)c2ccc(N3CCOCC3)c([N+](=O)[O-])c2)cc1	2%	/	15%	/	/	-2%	2%	/	10%	/	4
COc1ccc(Cn2nc(C)n(N(C)c3ncc(C(F)(F)F)cc3Cl)c2=O)cc1	0%	28%	4%	17%	-4%	-6%	-1%	-4%	0%	/	8
Cc1cc(C)cc(-n2ccnc2SCC(=O)O)c1	?	31%	?	8%	27%	?	-18%	-6%	-4%	1%	10
O=C(NCCOc1ccccc1)c1cc(S(=O)(=O)N2CCOCC2)ccc1F	-2%	25%	-7%	-13%	/	0%	1%	-5%	-1%	/	4
O=C(O)CN1CCN(Cc2ccc(F)cc2)C1=O	0%	0%	-6%	6%	/	-3%	1%	4%	8%	17%	14
The results go on.
SMILES	NPC1 promoter act	RORgamma inh	ELG1 repair inh	VP16 counter	PKM2 act	Rab9 promoter act	FLuc modulator	MBNL1-CUG inh	Mito fusion act	Menin-MLL TR inh	KCNH2 3.1 inh
CCOC(=O)c1ccn(CSc2c(F)c(F)cc(F)c2F)n1	-2%	/	3%	/	/	-7%	1%	/	7%	/	9
CC1CCCCC1NC(=O)COC(=O)c1ccccc1NC(=O)c1ccco1 (centres undefined)	-4%	13%	-18%	1%	-2%	-1%	12%	1%	4%	1%	/
Cc1cc(C)nc(SCC(=O)N(C)C)n1	-3%	0%	-9%	-4%	-2%	13%	7%	/	3%	0%	-14
COc1cccc(O)c1CN1CCC(n2nccc2NC(=O)c2ccc3c(c2)OCO3)CC1	-1%	-27%	4%	-3%	-10%	3%	4%	0%	0%	/	2
O=C1/C(=C/c2cccnc2)CCC/C1=C\c1cccnc1	-6%	1.3µM*	4.1µM*	2.5µM*	9%	-44%[inhibitor]	-22%	-23%	0%	-2%	-13
COc1ccccc1N1CCN(C(=O)C2CCCN(S(=O)(=O)c3ccc(C)cc3)C2)CC1 (centres undefined)	-6%	/	?	/	/	-5%	-1%	/	-1%	/	-2
COc1ccc(S(=O)(=O)Nc2cc(Cl)ccc2-n2cncn2)cc1	-4%	/	20%	/	/	0%	4%	/	3%	/	7
CNS(=O)(=O)c1cn(CC(=O)NCc2ccccc2OC)cc1S(=O)(=O)NC	-1%	-3%	28%	-3%	/	0%	2%	-2%	-1%	-2%	8
COc1ccc(N2CCN(Cc3nc4scc(-c5ccccc5)c4c(=O)[nH]3)CC2)cc1	-2%	23%	?	-9%	13%	-10%	5%	/	3%	7%	22
COc1cc(NS(=O)(=O)c2ccc(NC(=S)NC(=O)c3cccs3)cc2)nc(OC)n1	-5%	21%	-4%	-7%	-10%	-8%	2%	-20%	1%	1%	-14
Cc1ccc(C(=O)c2sc(Nc3ccccc3)c(C#N)c2N)cc1	-4%	-1%	?	-19%	13%	-2%	0%	/	20%	16%	3

An excerpt from above with just FLuc modulator and ELG1 repair inh.
mol	FLuc modulator	ELG1 repair inh
O=C1/C(=C/c2cccnc2)CCC/C1=C\c1cccnc1	-22%	4.1µM*
CCOc1ccc(-n2c(SCC(=O)NC)nnc2-c2ccco2)cc1	7%	4%
COc1cccc(O)c1CN1CCC(n2nccc2NC(=O)c2ccc3c(c2)OCO3)CC1	4%	4%
COc1cccc(S(=O)(=O)N2CCN(c3ccccc3F)CC2)c1	1%	-2%
